# Tb PYK inh – blocks Trypanosoma brucei pyruvate kinase; Q57TT1; TbPYK enzyme, Kinase-Glo Plus ATP luminescence, 45 min; Potency, µM (titrated, usually from 76.8 µM), for the others: top-dose activity, negative = inhibition, most hits filed as inhibitors; 410,000 tested, 0.12% active; AID 624173; active = well fitted inhibition curve with a large enough effect; inconclusive = small, poorly fitted or top-dose-only effect; note: nearly all actives have a fitted effect of over 50% in size
#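 Screened from lowest to highest concentration, compounds were pinned into TbPYK/substrate mixtures, and ADP (130 uM final) was added. Plates sat at room temperature for 45 min prior to Kinase-Glo Plus detection by luminescence.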
# An asterisk follows results filed as active; ? = inconclusive; & = joins results of further samples; [ ] = another dose, or the depositor's remark. % is set by controls: 0 for no effect and ±100 for the full control effect; potency is the fitted concentration of half-maximal effect.
SMILES,Tb PYK inh
Cc1nn(-c2ccc(F)cc2)c(-n2cccc2)c1C(=O)NCCCN1CCN(c2cccc(Cl)c2)CC1,1%
Cc1cc(C(F)F)n2nc(C(=O)Nc3cc(Cl)ccc3C)nc2n1,1%
Cc1ccc(-c2cc(-c3coc4ccccc4c3=O)c3c(n2)-c2ccccc2OC3)cc1,2%
CCOC(=O)C1CCCN(S(=O)(=O)c2ccc3c(c2)CCCN3C(C)=O)C1 (stereo not given),1%
CCC(=O)N1CCc2cc(Br)cc(S(=O)(=O)N3CCCC(C(=O)NCc4ccccc4)C3)c21 (stereo not given),-3%
CCOc1ccc(C(=O)Nc2nnc(SCc3cc(=O)n4ccccc4n3)s2)cc1,0%
COc1ccc(C2CC(=O)c3cc(-c4nc(-c5cccc([N+](=O)[O-])c5)cs4)c(=O)n(-c4cccc(C)c4)c3C2)cc1 (stereo not given),-1%
N#Cc1c(C(F)(F)F)cc(-c2cccs2)nc1SCC(=O)Nc1cccc(C(F)(F)F)c1,-7%
Cc1ccc(CNC(=O)c2cnc(N3CCCC3)nc2C)cc1,5%
CCOc1ccc(-c2ccc(CO)o2)cc1N,1%
CNC(=O)COc1ccc(Nc2nnc(-c3ccc(C)c(S(=O)(=O)NC(C)(C)C)c3)c3ccccc23)cc1,1%
CCOc1ccccc1C1C(C(=O)Nc2ccccc2)=C(C)Nc2nc(SCC(=O)c3ccc(C)cc3)nn21 (stereo not given),0%
Cc1cc(N(C)Cc2ccccc2)n2nc(-c3ccc(C(C)(C)C)cc3)nc2n1,-8%
CCOc1ccc(NC(=O)c2c(NCc3cc(OC)c(OC)cc3OC)sc3c2CCCC3)cc1,-18%
CC(=O)c1cccc(N(C(=O)Cn2nnc3ccccc32)C(C(=O)NCc2ccccc2)c2ccc(F)cc2)c1 (stereo not given),4%
CN(C)Cc1ccc(-c2nc3cccc4c3n2CCNC4=O)cc1,9%
O=C(c1ccc2c(c1)N(Cc1ccc(F)cc1)C(=O)c1ccccc1S2(=O)=O)N1CCCC1,0%
Cc1ccc(-n2ncc3c(N4CCC(C)CC4)ncnc32)cc1C,-5%
CCOc1ccccc1NC(=O)CSc1nc(=O)[nH]c2c1CCCC2,-2%
COc1ccc(CCCc2nnc(SCC(=O)Nc3cc(F)ccc3C)o2)cc1,-1%
Cc1cccc(NS(=O)(=O)c2ccc3c(c2)n(C)c(=O)n3C)c1C,-15%
CSc1ccccc1NC(=O)CCS(=O)(=O)c1nc(-c2cccs2)cc(C(F)(F)F)n1,18%
Cc1oc(-c2cccc(Cl)c2)nc1CN1CCCC(C(=O)NCc2ccc(F)cc2)C1 (stereo not given),-4%
CCOC(=O)c1cc2c(=O)n3ccccc3nc2n(CCCOC)c1=NC(=O)c1c(-c2ccccc2Cl)noc1C,2%
Cc1nn(-c2ccc(F)cc2)c(-n2cccc2)c1C(=O)N1CCN(c2ccccc2)CC1,-3%
Cc1cccc2c1-c1sc(C(=O)Nc3ccc(F)cc3F)cc1CO2,0%
CCCN1CCN(c2nnc(-n3cccc3C(=O)Nc3ccccc3C(F)(F)F)s2)CC1,4%[15.4 µM]
CCc1ccccc1NC(=O)CSc1nccn1C,-9%
O=C(NCC(c1cccs1)S(=O)(=O)c1cccs1)c1ccc(F)c(F)c1 (stereo not given),-1%
Nc1c(C(=O)Nc2ccccc2Cl)nnn1Cc1cccc(Cl)c1,-7%
CCOc1ccc(C(=O)Nc2ccc(-c3cc4ccccc4oc3=O)cc2)cc1Br,1%
CCC(=O)N1CCc2cc(Br)cc(S(=O)(=O)N3CCCC(C(=O)Nc4ccc(OC)cc4OC)C3)c21 (stereo not given),3%
COc1ccc(-c2cc(C(=O)Nc3cc(C)ccc3O)no2)cc1OC,0%
CCOc1ccc2nc(NC(=O)c3nc(SC)ncc3Cl)sc2c1,0%
CC(C)(C)CC(=O)OCC(=O)[C@@]12OC(C)(C)O[C@@H]1C[C@H]1[C@@H]3CCC4=CC(=O)C=C[C@]4(C)[C@@]3(F)[C@@H](O)C[C@]12C,6%
Cc1cc(C(=O)O)c2c(=O)n(C)c(=O)n(C)c2n1,-4%
Cc1ccc(NC(=O)Cn2c(-c3ccc4c(c3)OCO4)cn(-c3ccccc3)c2=O)cc1,3%
COc1ccc(NC(=O)c2c(NCc3cccs3)sc3c2CCC(C)C3)c(OC)c1 (stereo not given),?
O=C(c1ccncc1)N1CCC2(CCCN(c3ccccc3)C2)CC1,3%
Cc1cccc(N2CCN(C(=O)C3CCCN(S(=O)(=O)c4ccc5c(c4)oc(=O)n5C)C3)CC2)c1C (stereo not given),-1%
Cc1c(C(=O)Nc2ccc(F)c(F)c2)oc2ccc(S(=O)(=O)N3CCC4(CC3)OCCO4)cc12,1%
Cc1cc(NC(=O)Nc2nnc(N3CCCCCC3)s2)ccc1Br,0%
COc1cccc(N2CCN(C(=O)C3CCN(S(=O)(=O)c4cccc5nonc45)CC3)CC2)c1,0%
CCOc1ccc(CCNC(=O)c2cc3c(=O)[nH]c4ccc(C)cc4c3s2)cc1OCC,-4%
Cc1ccc(-n2nc(C(=O)N3CCCCC3)c(=O)n(C)c2=O)cc1,4%
Cc1cccc(-c2[nH]c(C(C)(C)C)nc2-c2ccc3nccnc3c2)n1,0%
CCc1ccc(NC(=O)c2cnn(-c3c(C)cccc3C)c2C2CCNCC2)cc1,0%
O=C(CN1C(=O)CC(c2ccccc2)Sc2ccccc21)Nc1cccc(Cl)c1 (stereo not given),-2%
O=C1NCCN1CCN1CCC(c2cn(-c3ccc(F)cc3)c3ccc(Cl)cc23)CC1,4%&-8%
Cc1c(Cl)cccc1NC(=O)c1ncn(-c2ccccc2)n1,1%
COc1ccc(OC)c(NC(=O)C2CCCN(S(=O)(=O)c3ccc4[nH]c(=O)ccc4c3)C2)c1 (stereo not given),0%
O=C(Nc1nonc1-c1ccc(Br)cc1)c1ccco1,-2%
COc1ccccc1/C=C(\C#N)c1nc(-c2cc3ccccc3oc2=O)cs1,1%
COc1c(Cl)cc(Cl)cc1C(=O)Nc1cccc(-c2nc3ccccc3o2)c1C,-1%
Cc1ccc(OCc2nnc(-c3ccccc3)o2)cc1,9%
Cc1ccc(OCC(=O)Nc2ccc(OCc3cc(=O)n4ccsc4n3)cc2)cc1,5%
COc1cc(OC)c(NC(=O)Cn2c(=O)cc(C(F)(F)F)c3c(C)nn(C)c32)cc1Cl,3%
C=Cc1ccc(Cn2c(=O)cc(C)c3c(C)nn(-c4ccccc4)c32)cc1,4%
O=C(NCCc1ccccc1)c1ccc(CSc2nc3ccncc3n2Cc2cccc(F)c2)cc1,-2%
CCN(C(=O)CSc1nc(-c2ccc(C(C)C)cc2)no1)c1cccc(C)c1,1%

# Next section, overlapping the part above by three compounds.
SMILES,Tb PYK inh
C=Cc1ccc(Cn2c(=O)cc(C)c3c(C)nn(-c4ccccc4)c32)cc1,4%
O=C(NCCc1ccccc1)c1ccc(CSc2nc3ccncc3n2Cc2cccc(F)c2)cc1,-2%
CCN(C(=O)CSc1nc(-c2ccc(C(C)C)cc2)no1)c1cccc(C)c1,1%
Oc1ccc(-c2nc3ccc(Cl)cn3c2Nc2ccc(Cl)cc2)cc1,-2%
CCOc1ccc(CCNC(=O)CCCc2nnc3n(C)c(=O)c4sccc4n23)cc1OCC,2%
CCOc1ccc(-c2cc(C(=O)NC(C)c3ccccc3)c3ccccc3n2)cc1 (stereo not given),6%
O=C(Nc1sc2c(c1C(=O)NCC1CCCO1)CCCC2)c1cc(=O)c2ccccc2o1 (stereo not given),1%
Cc1ccccc1NC(=O)c1ccc(F)c(S(=O)(=O)N(C)Cc2ccccc2)c1,2%
Cc1ccc(-n2c(C)cc(C(=O)C(=O)Nc3ccccc3)c2C)c(C)c1,-1%
COc1ccc(-c2nsc(NC(=O)c3oc4ccccc4c3C)n2)cc1,0%
Cc1ccc(CNC(=O)c2nnc(Cc3cccc(F)c3)o2)cc1,-20%
Cc1ccc(N(CC(=O)N2CCN(c3cccc(Cl)c3)CC2)S(=O)(=O)c2c(C)noc2C)cc1,6%
O=C(Nc1ccc(C(=O)OCc2cc(=O)n3c4c(sc3n2)CCCC4)cc1)c1ccc(Cl)cc1,-14%
COCCNC(=O)CN1C(=O)CCn2nc(-c3cn(C)c4ccccc34)cc21,0%
COc1ccc(Cl)cc1C(=O)Nc1nnc2n1CCS2,-1%
CCOc1ccc(CNS(=O)(=O)c2ccc(-c3cc(C(F)(F)F)on3)s2)cc1,-6%
CCOc1ccc(OCC(=O)Nc2c(C(=O)Nc3ccc(C)cc3)oc3ccccc23)cc1,8%
CCOc1ccc(NC(=O)N2CCN(c3ccc(Cl)c(Cl)c3)CC2)cc1,0%

# Entries listed so far containing a CF3 group:
SMILES,Tb PYK inh
N#Cc1c(C(F)(F)F)cc(-c2cccs2)nc1SCC(=O)Nc1cccc(C(F)(F)F)c1,-7%
CSc1ccccc1NC(=O)CCS(=O)(=O)c1nc(-c2cccs2)cc(C(F)(F)F)n1,18%
CCCN1CCN(c2nnc(-n3cccc3C(=O)Nc3ccccc3C(F)(F)F)s2)CC1,4%[15.4 µM]
COc1cc(OC)c(NC(=O)Cn2c(=O)cc(C(F)(F)F)c3c(C)nn(C)c32)cc1Cl,3%
CCOc1ccc(CNS(=O)(=O)c2ccc(-c3cc(C(F)(F)F)on3)s2)cc1,-6%

# Grouped by structure, the entries above with a tert-butyl group (four)
SMILES,Tb PYK inh
CNC(=O)COc1ccc(Nc2nnc(-c3ccc(C)c(S(=O)(=O)NC(C)(C)C)c3)c3ccccc23)cc1,1%
Cc1cc(N(C)Cc2ccccc2)n2nc(-c3ccc(C(C)(C)C)cc3)nc2n1,-8%
CC(C)(C)CC(=O)OCC(=O)[C@@]12OC(C)(C)O[C@@H]1C[C@H]1[C@@H]3CCC4=CC(=O)C=C[C@]4(C)[C@@]3(F)[C@@H](O)C[C@]12C,6%
Cc1cccc(-c2[nH]c(C(C)(C)C)nc2-c2ccc3nccnc3c2)n1,0%

# (more compounds)
SMILES,Tb PYK inh
CCC(=O)NC(c1ccc(C)cc1)c1cc(Cl)c2cccnc2c1O (stereo not given),-12%
CCc1cccc(NC(=O)CN(C)S(=O)(=O)c2ccc3c(c2)CCCN3C(C)=O)c1,5%
COc1ccc(-n2c(=O)c3c4c(sc3n(Cc3ccc(C)cc3C)c2=O)CCC4)c(OC)c1,0%
CCOc1ccc(NC(=O)Cn2ncc3c2-c2cc(C)ccc2OC3)cc1,6%
COc1ccccc1CNS(=O)(=O)c1cc(Br)cc2c1N(C(=O)C1CC1)CC2,-9%
COc1ccc2oc(=O)c(-c3cn4c(n3)sc3cc(F)ccc34)cc2c1,-3%
Cc1cc(C)c(NC(=O)Cn2nnc(-c3nc(-c4ccccc4)no3)c2N)c(C)c1,-2%
O=C(CN1C(=O)COc2ccc(Cl)cc21)Nc1ccc(F)cc1,-1%
Cc1cccn2c(=O)c(C(=O)N3CCN(c4ccc(Cl)cc4)CC3)cnc12,-1%
CCC(=O)C1=C(c2ccccc2)N(C(=O)CC)n2c(nnc2C2CCCCC2)S1,-5%
COc1ccc(C(=O)N2CCC3(CCCN(c4ccncc4)C3)CC2)cc1,-6%
Cc1ccc(CNC(=O)CN2C(=O)CSc3ccc(S(=O)(=O)N4CCCC4)cc32)cc1,6%
COc1cc(Cl)c(C)cc1NC(=O)CNC(=O)Cn1ccc2ccccc2c1=O,-3%
COc1ccc(-c2noc(CNC(=O)COc3cccc(C)c3C)n2)cc1,3%
CC(=O)NCCNc1nc2c(S(=O)(=O)c3ccc(C)c(C)c3)nnn2c2ccc(Cl)cc12,2%
CC(C)c1ccc(N2C(=O)N(Cc3ccccc3Cl)c3ccccc3S2(=O)=O)cc1,0%
CC1CN(C(=O)N2CCC(C(=O)NCCC3=CCCCC3)CC2)c2ccccc2O1 (stereo not given),3%
COc1cc(OC)c(NC(=O)C2CCN(C(=O)c3sc4nc[nH]c(=O)c4c3C)CC2)cc1Cl,-4%
Cc1cccc(-c2noc(-c3ccc(N4CCCC4)c([N+](=O)[O-])c3)n2)c1,-3%
O=C(Cn1ncc2c3ccccc3n(Cc3ccc(Cl)cc3)c2c1=O)NC1CCCCCC1,0%
Cc1ccc(N2CCN(Cc3nnc(-c4ccccc4F)o3)CC2)c(C)c1,-27%
Cc1cccc(N(C)c2nc3ccc(C)cc3n3cnnc23)c1,-9%
COC(=O)c1ccc(NC(=O)Cn2c(=O)oc3ccccc32)cc1,2%
Cc1cc(C)c2c(n1)SCCN2C(=O)Nc1ccc(C(=O)Nc2cc(Cl)ccc2C)cc1,-4%[15.4 µM]
O=C(Nc1ccc(C(F)(F)F)cc1)C1(c2cccs2)CCOCC1,1%
Cc1ccc(-n2c(=O)c3oc4ccccc4c3n(Cc3cccc(F)c3)c2=O)cc1C,2%
CC(=O)C1=C(c2cccc([N+](=O)[O-])c2)N(C(C)=O)n2c(nnc2-c2ccc(C)cc2)S1,1%
O=S(=O)(c1ccccc1)N1CCC2(CC1)CN(c1ccccc1)C2,5%
COc1ccc(CCNC(=O)c2ccc3c(c2)N(Cc2cccc(Cl)c2)C(=O)c2ccccc2S3=O)cc1OC (stereo not given),0%
COc1ccc(-n2nc(C(=O)NCCc3cccc(C)c3)c3c4ccccc4n(C)c3c2=O)cc1Cl,6%
CCC(C)NC(=O)c1sc2nc(C)c(C(=O)Nc3ccc(Cl)cc3)c(-c3ccc(Br)cc3)c2c1N (stereo not given),-2%
Cn1c(=O)c2c(nc(SCC(=O)Nc3ccc(F)cc3)n2Cc2ccccc2F)n(C)c1=O,-2%
COc1ccccc1N1CCN(S(=O)(=O)c2c(C)sc3ncn(CC(=O)N(C)c4ccc(C(C)C)cc4)c(=O)c23)CC1,-8%
O=C(Nc1ccc2nc(SCC(=O)N3CCCc4ccccc43)sc2c1)c1cccc(F)c1,1%
c1cc(CN2CCCC3(CCNCC3)C2)ccn1,1%
CCc1cccc(C)c1NC(=O)Cn1nc(C)c2nn(-c3ccc(Cl)cc3)c(C)c2c1=O,3%

# The list is partial. The share of hits here may be higher or lower than overall.
